Platelet DG rel = platelet dense granule release activity; human platelet-rich plasma, SFLLRN dense granule ATP release, luminescence; actives 0.22% (n = 300,000); AID 1663; inhibition, %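 (compounds screened at 7.5 µM in platelet-rich plasma)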;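 active means mean replicate score, as percent of positive control, at or above 50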
DYRK1A inh = inhibitors of rat Dyrk1A kinase | Q63470 | ADP-Glo luminescence, NFATc1 peptide | inhibition, % at 12.5 µM | actives 0.43% (n = 310,000); in the data active means inhibition above about 50%;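 further: plate controls were vehicle with enzyme for no effect and no enzyme for full effect; many of its hits are not listed in these tables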
KCNQ1 pot = potentiates or activates the human KCNQ1 potassium channel; P51787; CHO-K1 KCNQ1, thallium flux FluxOR fluorescence; hits give high values; B-score at 10 µM; actives 0.35% (n = 310,000); AID 2648;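 active means fluorescence ratio B-score, a plate-corrected score, at least three library SD, with initial intensity B-score within 5 SD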
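Assay system: stable KCNQ1 CHO-K1 line; medium: assay buffer, equal DMSO in all wells; timing: 90 min dye loading and 20 min compound exposure, both at room temperature; technique: kinetic FluxOR thallium fluorescence, 10-s 1-Hz baseline, 110-s post-stimulus read; read-out basis: B score of baseline-normalized fluorescence ratio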
KCNQ1 inh = human KCNQ1 channel inhibition | P51787 | B-score at 10 µM | actives 1.3% (n = 310,000) | AID 2642 | CHO-K1 KCNQ1, FluxOR thallium flux fluorescence; hits give high values;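 active means compounds whose thallium flux B-score, printed positive for inhibition, exceeds three library SD while starting fluorescence stays within three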;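 further: channel opened by potassium depolarization with thallium stimulus after 20 min compound exposure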
PolyA inh = inhibitors of polyadenylation in S. cerevisiae; calls only at 12 µM; actives 0.02% (n = 300,000); S. cerevisiae SKY197-pL101 polyadenylation reporter, beta-gal luminescence; efflux-impaired pdr1/pdr3 knockout yeast; score 100 = 6 SD above DMSO;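 active means lowest replicate activity score at least 50, where 100 means six control SD above control mean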;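 further: yeast exposed to compound for 9 h at 30 °C; higher score means more reporter readthrough which indicates perturbed polyadenylation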
TRPC4 PAM = allosterically enhances the mouse TRPC4 cation channel. HEK293 TRPC4beta/mu-opioid, DAMGO EC20, Fluo-4 Ca2+ flux; hits give high values. B-score at 10 µM. actives 0.42% (n = 310,000). AID 2227;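 active means B-score of calcium response area above 5 SD of library B-scores, with initial fluorescence ratio within 5 SD of library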;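 further: B-score of integrated fluorescence ratio over time as area under calcium response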
KCNK9 inh = inhibitors of human KCNK9 two-pore domain potassium channel | Q9NPC2 | HEK293 KCNK9, FluxOR thallium flux fluorescence; hits give low values | B-score at 10 µM | actives 1.2% (n = 310,000) | AID 488922;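 active means ratio B-score over 3 SD below the library mean, with starting fluorescence within 5 SD of its mean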;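 further: negative B-score means less thallium flux so channel inhibition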
TRPC4 agonist = opens the mouse TRPC4 cation channel. Q9QUQ5. HEK293 TRPC4beta/mu-opioid, Fluo4 calcium fluorescence; hits give high values. B-score at 10 µM. actives 0.49% (n = 310,000). AID 2237;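 active means B-score above 5 SD of library B-scores, and initial fluorescence ratio not above library mean plus 5 SD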;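 further: positive B-score marks a calcium rise read as TRPC4 activation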
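System: HEK293 cells stably co-expressing mouse TRPC4beta and mu-opioid receptor; Schedule: Fluo4 dye loading 45 min at room temperature, 110 s recording; Detection: Fluo4 fluorescence, kinetic; Evaluation: B-scored integrated calcium fluorescence ratio; Controls: buffer (low) and maximal DAMGO (high).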
KCNK3 block = human KCNK3 channel inhibition, primary screen; O14649; CHO-KCNK3 thallium flux, FluxOR fluorescence; hits give low values; B-score at 10 µM; actives 0.84% (n = 340,000); AID 602410;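 active means B-score under library mean minus 4 SD, starting fluorescence ratio at most library mean plus 5 SD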;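 further: more negative B-score means stronger inhibition of thallium flux through KCNK3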
TRPC4 inh = blocks the mouse TRPC4 cation channel | Q9QUQ5 | HEK293 TRPC4beta/mu-opioid, DAMGO-evoked Fluo4 calcium flux; hits give low values | B-score at 10 µM | actives 0.39% (n = 300,000);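 active means B-score over 3 SD under the library average, no early fluorescence shift, positive overall ratio signal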
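Assay system: HEK293 cells with stable TRPC4beta plus mu-opioid receptor expression. Dosing: single dose. Measured by: Fluo4 Ca2+ flux fluorescence. Also added: DAMGO in two steps, submaximal then maximal. Read-out: B score from integrated Fluo4 fluorescence ratio.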
hERG protect = compounds protecting human hERG from proarrhythmic drug block; CHO-hERG, FluxOR thallium flux, dofetilide IC70 present; Q12809; actives 0.51% (n = 310,000); AID 1511; activation (rescue from dofetilide block), less the hit threshold, % at 10 µM;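 active means activation above the mean of controls blocked by dofetilide plus 5 SD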;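 further: thallium influx through hERG after potassium depolarization seen as dye fluorescence rise; in these data hits start at about 4.7%; inactives centre near -7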
Target sequence (Q12809 whole entry, looked up): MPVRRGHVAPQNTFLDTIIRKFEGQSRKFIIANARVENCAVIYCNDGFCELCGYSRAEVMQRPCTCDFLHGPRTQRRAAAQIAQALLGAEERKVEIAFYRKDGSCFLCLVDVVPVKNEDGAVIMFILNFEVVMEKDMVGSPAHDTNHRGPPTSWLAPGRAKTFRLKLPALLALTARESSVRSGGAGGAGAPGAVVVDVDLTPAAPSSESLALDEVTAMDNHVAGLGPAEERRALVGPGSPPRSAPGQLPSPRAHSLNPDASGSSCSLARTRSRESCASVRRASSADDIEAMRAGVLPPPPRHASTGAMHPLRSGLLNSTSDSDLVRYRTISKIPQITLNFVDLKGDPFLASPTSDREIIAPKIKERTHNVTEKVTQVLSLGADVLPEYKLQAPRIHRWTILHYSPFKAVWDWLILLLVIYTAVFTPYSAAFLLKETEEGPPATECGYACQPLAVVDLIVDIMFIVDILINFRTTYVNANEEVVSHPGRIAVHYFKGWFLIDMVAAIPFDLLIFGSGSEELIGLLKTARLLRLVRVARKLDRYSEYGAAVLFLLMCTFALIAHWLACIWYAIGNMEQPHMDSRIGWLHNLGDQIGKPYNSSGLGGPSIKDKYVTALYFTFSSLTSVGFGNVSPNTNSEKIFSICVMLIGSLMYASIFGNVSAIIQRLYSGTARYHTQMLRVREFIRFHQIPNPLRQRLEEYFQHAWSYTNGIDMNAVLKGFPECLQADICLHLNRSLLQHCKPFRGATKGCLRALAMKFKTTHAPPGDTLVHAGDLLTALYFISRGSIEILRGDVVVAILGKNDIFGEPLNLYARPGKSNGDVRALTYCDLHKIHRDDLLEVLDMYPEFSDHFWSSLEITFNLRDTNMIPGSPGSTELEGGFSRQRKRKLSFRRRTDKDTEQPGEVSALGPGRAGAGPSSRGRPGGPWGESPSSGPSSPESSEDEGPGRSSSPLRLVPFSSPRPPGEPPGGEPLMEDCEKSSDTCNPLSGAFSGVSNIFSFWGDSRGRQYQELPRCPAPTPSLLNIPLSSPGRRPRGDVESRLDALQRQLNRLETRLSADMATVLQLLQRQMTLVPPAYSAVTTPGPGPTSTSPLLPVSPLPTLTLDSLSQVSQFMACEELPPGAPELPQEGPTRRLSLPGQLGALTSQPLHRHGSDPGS
Starred values were filed as active, the others as inactive; i = inactive; x = no result given. Only part of the results is shown; rates above refer to the full screens.

no.	structure	Platelet DG rel	DYRK1A inh	KCNQ1 pot	KCNQ1 inh	PolyA inh	TRPC4 PAM
1	COc1ccc(S(=O)(=O)NNC(=S)NCCc2ccccc2)c(OC)c1	-8	-5	i	i	i	i
2	Cc1cc(NC(=O)c2ccc(Cl)cc2)c(C)cc1O	3	-3	i	i	i	i
3	CN(C(=O)c1cnccn1)c1c(N)n(Cc2ccccc2)c(=O)[nH]c1=O	-19	-1	i	i	i	i
4	CCCS(=O)(=O)N1CCC(C(=O)NCc2ccco2)CC1	0	11	i	i	i	i
5	N=C1C(c2nc3ccccc3s2)=C(O)CN1CCCO	21	15	i	i	i	i
6	CC(C)n1nnnc1SCC(=O)N1CCN(C(=O)c2ccco2)CC1	0	-3	i	i	i	i
7	Cc1nnc(SCCn2c(N3CCN(C)CC3)nc3c2c(=O)n(C)c(=O)n3C)s1	3	1	i	i	i	i
8	Cc1cc(NC(=O)/C(C#N)=C/c2ccc(-c3cccc(C(F)(F)F)c3)o2)n(-c2ccccc2)n1	6	-2	i	i	i	i
9	CC(C)NC(=O)Cn1cc(S(=O)(=O)N2CCCC2)c(S(=O)(=O)N2CCCC2)c1	-12	-3	i	i	i	i
10	COc1ccc(OC)c(NC(=S)NC(=O)c2ccc(Br)o2)c1	-5	-6	i	i	i	i
11	O=C(N/N=C/c1cccnc1)c1sc2ccccc2c1Cl	-3	0	i	i	i	i
12	CCOC(=O)c1ccc(S(=O)(=O)Nc2ccccc2-c2nnn(CC)n2)cc1	-3	-2	i	i	i	i

no.	KCNK9 inh	TRPC4 agonist	KCNK3 block	TRPC4 inh	hERG protect
1	i	i	i	i	-8
2	i	i	i	i	-7
3	i	i	i	i	-4
4	i	i	i	i	-10
5	i	i	i	i	-8
6	i	i	i	i	-9
7	i	i	i	i	-14
8	i	i	i	i	-13
9	i	i	i	i	-7
10	i	i	i	i	2
11	i	i	i	i	-7
12	i	i	i	i	-3

A draw from above in order of molecular weight, low to high.
no.	structure	Platelet DG rel	DYRK1A inh	KCNQ1 pot	KCNQ1 inh	PolyA inh	TRPC4 PAM
10	COc1ccc(OC)c(NC(=S)NC(=O)c2ccc(Br)o2)c1	-5	-6	i	i	i	i
9	CC(C)NC(=O)Cn1cc(S(=O)(=O)N2CCCC2)c(S(=O)(=O)N2CCCC2)c1	-12	-3	i	i	i	i
8	Cc1cc(NC(=O)/C(C#N)=C/c2ccc(-c3cccc(C(F)(F)F)c3)o2)n(-c2ccccc2)n1	6	-2	i	i	i	i

no.	KCNK9 inh	TRPC4 agonist	KCNK3 block	TRPC4 inh	hERG protect
10	i	i	i	i	2
9	i	i	i	i	-7
8	i	i	i	i	-13

Next part:
no.	structure	Platelet DG rel	DYRK1A inh	KCNQ1 pot	KCNQ1 inh	PolyA inh	TRPC4 PAM
13	CC(=O)Nc1nnc(Cc2ccccc2)s1	1	4	i	i	i	i
14	O=C(COc1ccccc1Cl)Nc1cc(Cl)ccc1O	-1	6	i	i	i	i
15	CCOC(=O)Cn1c(=NC(=O)c2cc(-c3cccs3)nc3ccccc23)sc2cc(S(N)(=O)=O)ccc21	7	0	i	i	i	i
16	Cc1ccc2cc(C3CC(c4ccco4)=NN3C(=O)CCCC(=O)O)c(Cl)nc2c1 (stereo not given)	1	-11	i	i	i	i
17	CC(OC(=O)c1cccc(-n2cnnn2)c1)C(=O)N(C)c1ccccc1 (stereo not given)	15	-7	i	i	i	i
18	CC(=O)N1CCOc2cc(S(=O)(=O)NC(C)c3ccccc3)c(Cl)cc21 (stereo not given)	-4	12	i	i	i	i
19	CC(=O)NC(Cc1ccc(F)c(F)c1)C(=O)NC1CCN(C(=O)c2ccc(Cl)cc2)CC1 (stereo not given)	0	-2	i	i	i	i
20	O=C(Cn1cnc2c(oc3ccccc32)c1=O)NCc1ccco1	-4	-5	i	i	i	i
21	CC1CCN(C(=O)CSC2=NS(=O)(=O)c3cc(F)ccc3N2)CC1	-3	1	i	i	i	i
22	O=C(/C=C/c1ccccc1)NC(=S)N1CCSCC1	-2	-3	i	i	i	i
23	Cc1cccc(-c2nnc3n2N=C(c2ccccc2Br)CS3)c1	-3	22	i	i	i	i
24	CCOC(=O)c1[nH]c2ccc(OC)cc2c1NC(=S)N1CCN(c2ccccc2)CC1	4	-3	i	i	i	i

no.	KCNK9 inh	TRPC4 agonist	KCNK3 block	TRPC4 inh	hERG protect
13	i	i	i	i	-7
14	i	i	i	i	-12
15	i	i	i	i	-1
16	i	i	i	i	-7
17	i	i	i	i	-5
18	i	i	i	i	-9
19	i	i	i	i	2
20	i	i	i	i	0
21	i	i	i	i	-6
22	i	i	i	i	-12
23	i	i	i	i	-3
24	i	i	i	i	-6

Continuation.
no.	structure	Platelet DG rel	DYRK1A inh	KCNQ1 pot	KCNQ1 inh	PolyA inh	TRPC4 PAM
25	O=c1[nH]c(Cc2ccc(F)cc2)nc2scc(-c3ccc(F)cc3)c12	-12	-4	i	i	i	i
26	CCCC(=O)Nc1nc2ccc(S(=O)(=O)N3CCCCC3)cc2s1	-19	2	i	i	i	i
27	Cc1ccccc1Cc1c(C)nc2c(C(=O)N3CCN(Cc4ccc5c(c4)OCO5)CC3)cnn2c1C	-4	0	i	i	i	i
28	CC1CCCCC12NC(=O)N(CC(=O)c1ccc[nH]1)C2=O (stereo not given)	-1	0	i	i	i	i
29	CCOc1c(Cl)cc(/C=N/O)cc1OC	10	-2	i	i	i	i
30	O=C(c1cc2c(s1)CCCC2)N1CCN(Cc2ccc3c(c2)OCO3)CC1	2	-2	i	i	i	i
31	COc1ccccc1OCc1ccc(C(=O)NCC(C)C)o1	-13	10	i	i	i	i
32	O=C(COC(=O)CN1C(=O)c2ccccc2C1=O)NC1CCCC1	4	4	i	i	i	i
33	Cc1nnc(SCC(=O)NCC2CCCCC2)n(N)c1=O	6	3	i	i	i	i
34	Cc1ccc(OCCC(=O)OCC(=O)NC(=O)NCc2ccccc2)cc1	7	3	i	i	i	i
35	NC(N)=NS(=O)(=O)c1ccc(N)cc1	0	-10	i	i	i	i
36	Cc1cc(NC(=O)COC(=O)c2ccco2)no1	-2	x	i	i	i	i

no.	KCNK9 inh	TRPC4 agonist	KCNK3 block	TRPC4 inh	hERG protect
25	i	i	i	i	-4
26	i	i	i	i	-4
27	i	i	i	x	-7
28	i	i	i	i	-5
29	i	i	i	i	-3
30	i	i	i	i	-11
31	i	i	i	i	-4
32	i	i	i	i	-5
33	i	i	i	i	-8
34	i	i	i	i	-13
35	i	i	i	i	-8
36	i	i	i	i	-6

Brought forward from above: 2 entries, followed by the next part.
no.	structure	Platelet DG rel	DYRK1A inh	KCNQ1 pot	KCNQ1 inh	PolyA inh	TRPC4 PAM
35	NC(N)=NS(=O)(=O)c1ccc(N)cc1	0	-10	i	i	i	i
36	Cc1cc(NC(=O)COC(=O)c2ccco2)no1	-2	x	i	i	i	i
37	O=C1CC(NS(=O)(=O)c2ccc([N+](=O)[O-])cc2)CN1c1cccc(F)c1 (stereo not given)	3	12	i	i	i	i
38	Cc1ccc(S(=O)(=O)N2CCN(C(=O)CCn3cncn3)CC2)cc1	10	-4	i	i	i	i
39	CCCNC(=O)Nc1cccc(NC(C)=O)c1	5	19	i	i	i	i
40	COc1cccc(NC(=O)COC(=O)c2cc(S(=O)(=O)N3CCOCC3)ccc2C)c1	1	-6	i	i	i	i
41	Cc1ccc(NC(=O)CN2CCCCC2)c2c1CC(C)(C)O2	5	-1	i	i	i	i
42	COc1cc(/C=N/NC(=O)CC(=O)NC2CCCCC2)ccc1O	-1	0	i	i	i	i
43	CCOC(=O)CCNC(=O)c1ccc2nc(C3CCCCC3)oc2c1	10	-5	i	i	i	i
44	Cc1ccc(N/N=C(\C#N)C(=N)N2CCCCCC2)cc1	25	0	i	i	i	i
45	Cc1cc(OCc2nn[nH]n2)c2c(-c3ccccc3)cc(=O)oc2c1	0	1	i	i	i	i
46	O=C(O)CCCC(=O)NNC(=O)c1cccc(Br)c1	-5	0	i	i	i	i
47	COc1cccc(CN2CCN(Cc3c(C)nn(C(C)C)c3C)CC2CCO)c1 (stereo not given)	-12	2	i	i	i	i
48	CC1CCN(S(=O)(=O)c2ccc(NC(=O)c3ccco3)cc2)CC1	4	-9	i	i	i	i

no.	KCNK9 inh	TRPC4 agonist	KCNK3 block	TRPC4 inh	hERG protect
35	i	i	i	i	-8
36	i	i	i	i	-6
37	i	i	i	i	-15
38	i	i	i	i	-9
39	i	i	i	i	-9
40	i	i	i	i	-6
41	i	i	i	i	-8
42	i	i	i	i	-1
43	i	i	i	i	0
44	i	i	i	i	-2
45	i	i	i	i	-15
46	i	i	i	i	-1
47	i	i	i	i	-9
48	i	i	i	i	-9

(further entries)
no.	structure	Platelet DG rel	DYRK1A inh	KCNQ1 pot	KCNQ1 inh	PolyA inh	TRPC4 PAM
49	O=C(COc1ccc(-c2nnc(N3CCCCC3)c3ccccc23)cc1)N1CCCCC1	1	2	i	i	x	i
50	O=C(CCC1CCCC1)N1CCN(C2CCCC2)CC1	6	1	i	i	i	i
51	CCCCC(=O)Nc1c2c(nn1-c1ccc(C)cc1)CS(=O)(=O)C2	1	-6	i	i	i	i
52	COc1ccc(CN2CCNC(=O)C2CC(=O)NCCC2=CCCCC2)cc1OC (stereo not given)	0	x	i	i	i	i
53	CC1CCc2c(sc(NC(=O)COC(=O)c3ccccc3NCc3ccco3)c2C#N)C1 (stereo not given)	9	0	i	i	i	i
54	Cc1ccccc1-c1nc(CN2CCSCC2)c(C)o1	2	6	i	i	i	i
55	CC(C)(C)Sc1nc(O)cc(=O)[nH]1	5	5	i	i	i	i

no.	KCNK9 inh	TRPC4 agonist	KCNK3 block	TRPC4 inh	hERG protect
49	i	i	i	i	-11
50	i	i	i	i	3
51	i	i	i	i	0
52	i	i	i	i	-8
53	i	i	i	i	-8
54	i	i	i	i	-12
55	i	i	i	i	0

Screen by screen, as entered above:
Compounds 49–53 in KCNQ1 pot read i, i, i, i, i

Source: PubChem
